# STAT3 act = activators of IL-6 induced STAT3 signaling; U3A cells, IL-6 STAT3-luciferase reporter, luminescence; 100% = signal with IL-6 EC80 alone; activation (% of control), % at 5.6 µM; 190,000 compounds, 0.91% hits;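 active means activation above the screen-wide mean of compound activation plus 3 SD, cut at about 130% in these data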;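 further: 0% = background luminescence of wells with medium and substrate only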
#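 Assay system – human STAT1-deficient U3A cells with stable STAT3-luciferase reporter · Also added – IL-6 (33 ng/mL) · Schedule – compound 1 h, then IL-6 6 h at 37 °C · Technique – reporter luminescence signal · Evaluation – % activation versus median of IL-6-stimulated wells · Benchmarks – IL-6-only wells as 100% reference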
# ROMK mod = modulates human ROMK potassium channel activity; Tet-inducible ROMK, thallium flux fluorescence; actives lie on both sides; 130,000 compounds, 2% hits; B-score at 10 µM; P48048;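 active means signal ratio slope over the read window, or its plate-corrected B-score, at least 3 SD from the plate mean, either direction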;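 further: B-score of the F/F0 ratio slope over 7 to 12 s after thallium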
# Target sequence (P48048 whole entry, looked up): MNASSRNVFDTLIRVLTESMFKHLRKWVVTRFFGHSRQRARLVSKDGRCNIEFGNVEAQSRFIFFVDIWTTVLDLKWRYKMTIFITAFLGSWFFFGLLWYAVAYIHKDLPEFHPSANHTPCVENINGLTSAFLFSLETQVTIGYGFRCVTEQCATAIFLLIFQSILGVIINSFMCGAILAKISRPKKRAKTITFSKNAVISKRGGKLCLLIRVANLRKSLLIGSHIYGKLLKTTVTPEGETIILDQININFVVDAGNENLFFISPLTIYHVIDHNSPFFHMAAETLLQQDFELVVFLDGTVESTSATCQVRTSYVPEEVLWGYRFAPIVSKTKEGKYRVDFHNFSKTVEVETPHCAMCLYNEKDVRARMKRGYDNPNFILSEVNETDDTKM
# STAT1 inh = STAT1 signaling inhibition | NIH 3T3 STAT1-luciferase reporter, IFN-gamma, luminescence | inhibition, % at 5.5 µM | 200,000 compounds, 0.35% hits;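 active means inhibition above a set limit, the mean inhibition across all tested compounds plus 3 SD, cut at about 34% in these data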;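 further: 0% = IFN-gamma with DMSO and 100% = IFN-gamma with 300 µM nifuroxazide; values of inactives mirror those of a sister screen read the other way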
# STAT3 blocker = inhibitors of IL-6 induced STAT3 signaling; AID 862; U3A cells, IL-6 STAT3-luciferase reporter, luminescence; host cell line lacks STAT1; 190,000 compounds, 0.89% hits; inhibition, % at 5.5 µM;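 active means inhibition above the mean inhibition across all screened compounds plus 3 SD, cut at about 44% in these data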;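 further: 0% = DMSO only wells and 100% = 100 µM nifuroxazide control wells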
# S1P3 antag = blocks the human S1P3 receptor. CHO S1P3 NFAT-BLA reporter, FRET fluorescence, antagonist mode. inhibition, % at 4.98 µM. Q99500. 170,000 compounds, 0.27% hits. AID 485;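 active means inhibition above the plate cutoff, the mean inhibition of test wells on that plate plus 3 SD, cut at about 28% in these data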;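 further: cells challenged with S1P at its EC80 of 0.8 µM; blue over green emission ratio from cleaved BLA substrate after 4 h stimulation; 0% = S1P-stimulated wells and 100% = unstimulated DMSO-only wells; some compounds past the cut are filed as inactive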
# Target sequence (Q99500 whole entry, looked up): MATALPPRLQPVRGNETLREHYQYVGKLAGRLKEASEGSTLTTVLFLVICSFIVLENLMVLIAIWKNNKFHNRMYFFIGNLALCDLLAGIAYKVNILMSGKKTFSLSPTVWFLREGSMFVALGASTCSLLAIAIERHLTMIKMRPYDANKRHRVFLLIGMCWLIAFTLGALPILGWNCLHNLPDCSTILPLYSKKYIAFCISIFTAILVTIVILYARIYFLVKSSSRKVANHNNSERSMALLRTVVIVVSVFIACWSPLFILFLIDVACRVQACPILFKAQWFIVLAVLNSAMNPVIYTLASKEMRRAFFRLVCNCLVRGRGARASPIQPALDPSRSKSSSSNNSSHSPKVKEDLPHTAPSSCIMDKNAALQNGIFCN
# PPARg SRC-2 ag = PPARgamma-driven SRC-2 recruitment agonism. 200,000 compounds, 0.34% hits. PPARgamma LBD-SRC-2 recruitment, biochemical. P37231. activation, % at 8 µM; in the data active means activation above about 22%;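 further: 0% = vehicle and 100% = reference agonist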
# PPARg SRC-1 ag = promotes SRC-1 coactivator recruitment by human PPARgamma | P37231 | PPARgamma-SRC-1 coactivator recruitment biochemical assay | activation, % at 8 µM | 200,000 compounds, 0.41% hits; in the data active means activation above about 19%;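 further: 0% = DMSO and 100% = reference agonist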
# PPARg SRC3 recr = promotes SRC-3 coactivator recruitment by human PPARgamma; P37231; 200,000 compounds, 0.26% hits; biochemical PPARgamma/SRC-3 coactivator recruitment assay; activation, % at 8 µM; in the data active means activation above about 23%;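 further: 0% = DMSO and 100% = reference agonist; some compounds past the cut are filed as inactive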
# TLR4-MyD88 BLA = inhibitors of human TLR4-MyD88 binding; O00206+Q99836; HeLa CL3-4 TLR4/MyD88 BLA complementation, FRET ratio; inhibition, % at 8.4 µM; 200,000 compounds, 0.18% hits; in the data active means inhibition above about 25%;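 further: 0% = vehicle and 100% = reference inhibitor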
# TR-FRET SRC-2 ct = flags TR-FRET format artefacts in PPARgamma SRC-2 recruitment agonist screen; TR-FRET artefact counter-screen; stronger effect = higher value; TR-FRET ratio at 8 µM; 200,000 compounds, 0.4% hits; AID 1049; in the data active means TR-FRET ratio above about 2000; further: inactives centre near 1500
# RAM inhibit = yeast RAM network inhibition; S. cerevisiae dse1pr::URA3 reporter, 5-FOA growth OD615, 2 d; analog-sensitive cbk1-as2 kinase mutant strain; inhibition, % at 50 µM; 190,000 compounds, 1.8% hits; AID 868;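 active means inhibition above a set limit, 3 SD over mean compound inhibition, cut at about 8.4% in these data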;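 further: 0% = DMSO-only wells with no growth and 100% = 10 µM 1-NA-PP1 full growth; inhibition rescues growth on 5-FOA so higher OD means more RAM inhibition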
# * hit, by the source's call; x = not tested or not shown.
SMILES	STAT3 act	ROMK mod	STAT1 inh	STAT3 blocker	S1P3 antag	PPARg SRC-2 ag	PPARg SRC-1 ag	PPARg SRC3 recr	TLR4-MyD88 BLA	TR-FRET SRC-2 ct	RAM inhibit
O=C(NCC1CCCO1)c1ccc(/C=N/O)nc1 (stereo not drawn)	100	0.29	0	1	-8	0	-1	6	0	1542	1.0
O=C(Nc1ccc([N+](=O)[O-])cc1)C1CC1(c1ccccc1)c1ccccc1 (stereo not drawn)	118	x	-7	-28	-2	5	1	9	-6	1710	2.7
CCCn1c(=NC(C)=O)c(C(=O)OCC)cc2c(=O)n3ccccc3nc21	95	x	8	11	-43	13	4	-6	-24	1588	1.7
CCOC(=O)c1c(C)[nH]c(C)c1C(=O)CSc1nc2ccccc2[nH]1	95	x	4	5	-12	-11	-6	1	-3	1445	-0.5
CC(C)COC(=O)C1C2C=CC3(CN(C4CCCC4)C(=O)C13)O2 (stereo not drawn)	99	x	-6	2	-22	6	0	3	15	1638	-0.5
COc1ccccc1NC(=O)c1sc2nc(-c3ccco3)ccc2c1N	80	-0.86	-3	27	-7	4	5	9	26*	1619	2.5
Cc1ccc(NC(=O)COC(=O)CNC(=O)c2ccc(C)s2)cc1	103	0.015	-3	-1	-5	-3	-3	-2	2	1498	3.0
Cc1cc(C)cc(OCC(=O)Nc2cc(C)on2)c1	84	0.39	2	20	8	0	-3	0	-3	1483	1.0
Cc1ccc(C(=O)Nc2cccc3ncccc23)cc1[N+](=O)[O-]	94	-0.27	-10	11	-20	1	2	-3	7	1404	-1.7
O=C1CCCC2=C1C(c1ccsc1)CC(=O)N2c1ccccc1 (stereo not drawn)	99	x	10	6	-22	1	7	4	1	1621	1.6
CCOC(=O)C1CCCN(C(=O)C2CCN(c3nnc(-n4cccc4)s3)CC2)C1 (stereo not drawn)	102	x	7	-3	2	-2	8	4	4	1680	0.1
Cc1cc(C(=O)Nc2cccc(O)c2)co1	108	0.57	14	-4	-26	3	6	-1	-7	1894	2.3
CCOC(=O)c1c(C)[nH]c(C(=O)CN2C(=O)NC(C)(c3ccc4ccccc4c3)C2=O)c1C (stereo not drawn)	98	x	4	5	x	-1	4	-4	-1	1353	7.7
COc1cccc(CNC(=O)CCC2CCCN(C(=O)c3cc4ccccc4o3)C2)c1 (stereo not drawn)	105	-0.83	-29	6	-4	-7	-3	2	-12	1432	-0.5
Cc1nc2sc3c(c2c(=O)o1)CCC3	105	x	-2	-1	-15	1	0	-2	9	1418	0.3
CCn1c(SCc2nc3ccccc3[nH]2)nnc1-c1cccnc1	103	x	11	-2	x	7	6	-3	-8	1493	1.9
Cc1ccc(S(=O)(=O)c2ccc(C)cc2)cc1	100	0.9	5	0	x	9	-1	-2	-2	1564	2.2
CCN(CC)CCN(C(=O)c1ccc(CN2CCCCC2)o1)C(C(=O)NC1CCCCC1)c1ccc(F)cc1 (stereo not drawn)	99	0.17	-3	4	-10	3	12	2	-1	1662	0.4
Nc1ccc(Cl)c(S(=O)(=O)Nc2ccccc2Cl)c1	95	0.88	7	8	-22	-2	6	4	6	1550	0.5
O=C(Nc1cccc(O)c1)c1cccc(S(=O)(=O)N2CCCC2)c1	93	x	4	12	-5	2	6	6	5	1483	3.3
COc1cccc2cc(/C(=N/O)c3ccc(Br)cc3)oc12	97	-0.7	-5	8	8	4	3	0	-7	1561	3.3
O=C(CSCCO)Nc1cccc([N+](=O)[O-])c1	100	1.4	7	-2	-6	4	6	3	3	1784	1.6
Cc1ccc(-c2cc(C(=O)Nc3cccnc3)c3ccccc3n2)o1	103	-0.4	-3	4	-27	-3	10	9	5	1421	2.0
CCCSc1nc(C)nc2c1c(=O)n(C)c(=O)n2C	100	x	-6	8	x	0	24*	-2	6	1545	0.6
O=C(Cn1c(=O)oc2ccccc21)c1ccccc1	98	x	-2	7	4	4	-1	1	-10	1523	0.3
O=C(NCC(O)c1ccc([N+](=O)[O-])cc1)c1cccc(S(=O)(=O)N2CCCC2)c1 (stereo not drawn)	103	-0.77	4	2	-8	-2	0	0	3	1601	0.9
CC(C)CCN1CCC(N)=NC1=O	101	-0.09	5	3	-11	2	-7	3	8	1510	1.3
CN(C)/C=C1/C(=O)Nc2ccccc21	104	x	0	-2	-5	9	9	20	-3	1690	0.6
CCCn1cc(SCC(=O)NCc2ccco2)c2ccccc21	106	x	-2	-1	x	-1	5	-6	2	1528	0.7
CC(C)(C)OC(=O)N[C@H](Cc1ccccc1)C(=O)N1CCC(C(=O)O)CC1	99	x	-6	6	-33	12	8	-2	3	1687	1.5

# In a second layout: results already given.
# Every second line gives: STAT3 act	ROMK mod	STAT1 inh	STAT3 blocker	S1P3 antag	PPARg SRC-2 ag	PPARg SRC-1 ag	PPARg SRC3 recr	TLR4-MyD88 BLA	TR-FRET SRC-2 ct	RAM inhibit
CCOC(=O)c1c(C)[nH]c(C(=O)CN2C(=O)NC(C)(c3ccc4ccccc4c3)C2=O)c1C (stereo not drawn)
 : 98	x	4	5	x	-1	4	-4	-1	1353	7.7
COc1cccc(CNC(=O)CCC2CCCN(C(=O)c3cc4ccccc4o3)C2)c1 (stereo not drawn)
 : 105	-0.83	-29	6	-4	-7	-3	2	-12	1432	-0.5
Cc1nc2sc3c(c2c(=O)o1)CCC3
 : 105	x	-2	-1	-15	1	0	-2	9	1418	0.3
CCn1c(SCc2nc3ccccc3[nH]2)nnc1-c1cccnc1
 : 103	x	11	-2	x	7	6	-3	-8	1493	1.9
Cc1ccc(S(=O)(=O)c2ccc(C)cc2)cc1
 : 100	0.9	5	0	x	9	-1	-2	-2	1564	2.2
CCN(CC)CCN(C(=O)c1ccc(CN2CCCCC2)o1)C(C(=O)NC1CCCCC1)c1ccc(F)cc1 (stereo not drawn)
 : 99	0.17	-3	4	-10	3	12	2	-1	1662	0.4
Nc1ccc(Cl)c(S(=O)(=O)Nc2ccccc2Cl)c1
 : 95	0.88	7	8	-22	-2	6	4	6	1550	0.5
O=C(Nc1cccc(O)c1)c1cccc(S(=O)(=O)N2CCCC2)c1
 : 93	x	4	12	-5	2	6	6	5	1483	3.3
COc1cccc2cc(/C(=N/O)c3ccc(Br)cc3)oc12
 : 97	-0.7	-5	8	8	4	3	0	-7	1561	3.3
O=C(CSCCO)Nc1cccc([N+](=O)[O-])c1
 : 100	1.4	7	-2	-6	4	6	3	3	1784	1.6
Cc1ccc(-c2cc(C(=O)Nc3cccnc3)c3ccccc3n2)o1
 : 103	-0.4	-3	4	-27	-3	10	9	5	1421	2.0
CCCSc1nc(C)nc2c1c(=O)n(C)c(=O)n2C
 : 100	x	-6	8	x	0	24*	-2	6	1545	0.6

# Remaining list, next part
SMILES	STAT3 act	ROMK mod	STAT1 inh	STAT3 blocker	S1P3 antag	PPARg SRC-2 ag	PPARg SRC-1 ag	PPARg SRC3 recr	TLR4-MyD88 BLA	TR-FRET SRC-2 ct	RAM inhibit
CCN(C(=O)CSc1ccc2c(c1)OCCO2)C1CCS(=O)(=O)C1 (stereo not drawn)	97	0.46	0	11	-20	-6	-3	-13	4	1586	3.1
Cc1ccc(OCCOc2ccc(Br)cc2/C=N\NC(N)=O)cc1	102	0.81	-9	3	12	5	1	-3	-8	1531	2.5
O=C(CSc1nnc(Cn2cnc3ccccc32)o1)Nc1cccc2ccccc12	108	x	-1	-8	x	5	-3	12	11	1723	0.0
CC1(C)Cc2cccc(OCC(O)CN3CCN(c4ccccn4)CC3)c2O1 (stereo not drawn)	101	-0.2	3	3	1	3	4	-1	2	1474	-0.2
N#Cc1c(C(F)(F)F)cc(-c2ccccc2Cl)[nH]c1=O	108	x	6	-4	x	-8	-7	0	2	1388	3.4
CN(C)CCNC(=O)c1coc(=O)c(Br)c1	97	x	10	8	14	9	5	7	-3	1658	0.9
CCC(=O)Nc1nonc1-c1nc2ccccc2n1CC(C)C	90	x	8	18	-2	-3	2	1	13	1532	4.7
Cc1ccc(Cl)cc1N1CCN(C(=O)CSc2nnc3n2C(C)(C)Cc2ccccc2-3)CC1	36	x	21	81*	x	5	-5	-1	-10	1516	2.4
O=C(O)CC1C(=O)OCN1C(=O)OCc1ccccc1 (stereo not drawn)	100	0.26	-1	3	5	8	6	11	-6	1565	1.2
Cc1ccc(NC(=O)c2ccn(C(=O)Nc3ccccc3)n2)c(C)c1	96	-0.6	-17	7	-1	3	2	-3	1	1623	1.1
O=C1CC(c2ccccc2Cl)=NN(c2ncnc3ccccc23)C1=O	148*	1.2	-9	-60	-10	1	6	4	-1	1803	5.5
CCOc1ccc2nc(SCC(=O)N3c4ccccc4Sc4ccccc43)c(C#N)cc2c1	106	0.94	-8	-10	-13	-7	-6	1	-9	1442	4.8
O=C(CSCc1ccccc1Cl)NCCSc1ccccn1	100	-0.17	-8	4	-9	-9	-5	-2	10	1322	0.4
Cc1cccc(OCc2nc3c4c(ncn3n2)-c2ccccc2CC42CCCC2)c1	100	x	-4	3	1	6	7	-1	-1	1775	9.2*
COc1ccc(CN2CCN(C)CC2)cc1OCc1ccccc1	100	0.22	3	0	16	2	-8	-2	-12	1381	3.7
ClC(Cl)c1nnc(-c2ccccc2)c(-c2c[nH]c3ccccc23)n1	111	x	-5	-10	-11	7	-2	0	-13	1725	6.4
c1ccc(CC2CCN(Cc3nc(-c4ccccc4)no3)CC2)cc1	101	x	-8	2	-16	10	-4	9	-4	1499	0.6
COc1cc(/C=N/NC(=O)c2ccccc2Cl)ccc1Oc1ccc([N+](=O)[O-])cn1	97	0.23	8	6	3	-6	4	0	-7	1628	0.1
Cc1nc2[nH]c(=O)c3c(n2n1)NC1=C(C(=O)CC(C)(C)C1)C3c1ccc(F)cc1 (stereo not drawn)	107	0.27	1	-3	-6	-4	6	0	-16	1783	1.7
O=C(Cc1cccs1)Nn1c(Cc2cccs2)nc2ccccc2c1=O	93	-0.014	9	13	-2	-6	-6	1	7	1682	2.5
C=CCn1c(NCCc2ccccc2)nc2c1c(=O)n(C)c(=O)n2C	70	-1.1	24	38	-5	-4	-4	-4	-3	1446	0.4
Cc1ccc(C)c2[nH]c(=O)c(C(c3nnnn3Cc3ccco3)N3CCc4ccccc4C3)cc12 (stereo not drawn)	104	-1.6	4	-2	2	2	5	1	1	1689	0.7
CCCS(=O)(=O)N1CCN(c2cc3c(cc2[N+](=O)[O-])n(C)c(=O)n3C)CC1	87	-0.4	5	25	5	6	9	4	1	1673	0.9

# Compound activity: PubChem, several laboratories
